TRPC4 act: activators of mouse TRPC4 channel, primary screen, Fluo4 calcium, HEK293 TRPC4beta/mu-opioid cells. B-score at 10 µM. Fluo4 calcium fluorescence; hits give high values. AID 2237, 2010. 310,000 compounds, 0.49% hits. Short transient receptor potential channel 4 (Mus musculus), Q9QUQ5;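 active = B-score above 5 SD of library B-scores, and initial fluorescence ratio not above library mean plus 5 SD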;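 note: positive B-score marks a calcium rise read as TRPC4 activation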
Target sequence (Q9QUQ5 whole entry, looked up): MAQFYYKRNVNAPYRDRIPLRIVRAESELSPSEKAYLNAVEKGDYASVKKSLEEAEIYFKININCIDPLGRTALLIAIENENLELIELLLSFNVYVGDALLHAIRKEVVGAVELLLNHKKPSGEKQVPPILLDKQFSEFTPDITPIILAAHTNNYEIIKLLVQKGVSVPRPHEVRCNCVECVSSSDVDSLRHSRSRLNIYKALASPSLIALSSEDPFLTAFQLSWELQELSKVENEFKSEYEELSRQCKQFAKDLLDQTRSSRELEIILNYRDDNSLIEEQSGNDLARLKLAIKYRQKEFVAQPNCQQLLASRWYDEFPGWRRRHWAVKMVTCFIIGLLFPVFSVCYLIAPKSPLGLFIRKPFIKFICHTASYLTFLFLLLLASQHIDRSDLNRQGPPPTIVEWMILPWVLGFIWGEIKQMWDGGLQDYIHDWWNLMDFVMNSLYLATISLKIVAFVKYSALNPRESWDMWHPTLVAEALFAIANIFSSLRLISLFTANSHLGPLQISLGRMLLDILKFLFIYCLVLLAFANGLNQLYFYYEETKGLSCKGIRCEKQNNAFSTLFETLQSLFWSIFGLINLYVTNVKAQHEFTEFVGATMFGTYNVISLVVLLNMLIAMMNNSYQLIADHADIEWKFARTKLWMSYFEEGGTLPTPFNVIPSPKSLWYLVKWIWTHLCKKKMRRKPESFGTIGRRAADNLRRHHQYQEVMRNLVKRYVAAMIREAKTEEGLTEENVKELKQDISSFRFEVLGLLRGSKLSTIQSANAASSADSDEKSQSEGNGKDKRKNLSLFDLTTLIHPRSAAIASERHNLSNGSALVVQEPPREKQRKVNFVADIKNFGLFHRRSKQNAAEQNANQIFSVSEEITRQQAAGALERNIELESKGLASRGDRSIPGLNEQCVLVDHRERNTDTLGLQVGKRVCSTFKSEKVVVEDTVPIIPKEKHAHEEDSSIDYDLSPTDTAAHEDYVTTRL
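System – HEK293 cells stably co-expressing mouse TRPC4beta and mu-opioid receptor · Signal – Fluo4 calcium-sensitive dye fluorescence, kinetic, 1 Hz baseline · Benchmarks – buffer (low) and maximal DAMGO (high) · Read-out – B score of integrated fluorescence ratio per well · Incubation – dye loading 45 min room temperature, 110 s kinetic read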
PolyA inh: polyadenylation inhibitors in yeast reporter cells, primary screen, luminescence, S. cerevisiae; calls only at 12 µM; AID 1875, 2009; S. cerevisiae SKY197-pL101 polyadenylation reporter, beta-gal luminescence; efflux-impaired pdr1/pdr3 knockout yeast; score 100 = 6 SD above DMSO; 300,000 compounds, 0.02% hits;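 active = lowest replicate activity score at least 50, where 100 means six control SD above control mean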;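 note: yeast exposed to compound for 9 h at 30 °C; higher score means more reporter readthrough which indicates perturbed polyadenylation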
MrgX1 allo act: positive allosteric modulators of MrgX1, primary screen, HEK293 cells, Fluo-4 calcium flux. FDSS; hits give high values. B-score at 10 µM. AID 588675, 2011. Mas-related G-protein coupled receptor member X1 (Homo sapiens), Q96LB2. 310,000 compounds, 0.63% hits;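 active = plate-corrected calcium response at least 3 library SD above typical, normal starting fluorescence, not activating the receptor alone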;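 note: compound read alongside a low EC10 to EC30 dose of BAM8-22 agonist; peak minus trough fluorescence over baseline measured at the second addition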
TRPC6 act: mouse TRPC6 channel activators, primary screen, cell-based, HEK293, membrane potential dye | Short transient receptor potential channel 6 (Mus musculus), Q61143 | HEK293-TRPC6 membrane potential dye fluorescence; hits give high values | B-score at 10 µM | 310,000 compounds, 0.13% hits | AID 2550, 2010;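 active = B-score of the integrated fluorescence ratio above library mean plus 3 SD, and starting fluorescence ratio within library mean plus 5 SD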;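 note: higher score means more depolarization so channel activation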
TRPC4 block: inhibitors of mouse TRPC4 channel, primary screen, Fluo4 calcium, HEK293 TRPC4beta/mu-opioid cells; 300,000 compounds, 0.39% hits; DAMGO-evoked Fluo4 calcium flux; hits give low values; AID 2247, 2010; B-score at 10 µM; Short transient receptor potential channel 4 (Mus musculus), Q9QUQ5;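 active = B-score over 3 SD under the library average, no early fluorescence shift, positive overall ratio signal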
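Assay system – HEK293 line stably carrying TRPC4beta and mu-opioid receptor · Doses – single dose · Detection – Fluo4 calcium-dye fluorescence, kinetic read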
MrgX1 agonist: agonists of human MrgX1 receptor, primary screen, HEK293 cells, Fluo-4 calcium flux. Mas-related G-protein coupled receptor member X1 (Homo sapiens), Q96LB2. Fluo-4 calcium fluorescence, agonist mode; hits give high values. B-score at 10 µM. 310,000 compounds, 0.44% hits;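 active = calcium response B-score plate-corrected fluorescence ratio at least 3 library SD, with starting fluorescence B-score inside 5 SD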
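System – MrgX1-expressing HEK293 cells · Incubation – cells plated overnight, dye loaded 0.5 h 37 °C, 0.5 h room temperature · Technique – kinetic Fluo-4 NW fluorescence of intracellular calcium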
MrgX1 antagonist: antagonists of human MrgX1 receptor, primary screen, HEK293 cells, Fluo-4 calcium flux; Mas-related G-protein coupled receptor member X1 (Homo sapiens), Q96LB2; BAM8-22 antagonism; hits give low values; B-score at 10 µM; 310,000 compounds, 1.3% hits; AID 588676, 2011;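 active = calcium-response B-score plate-corrected more than 3 library SD below zero, starting fluorescence within 5 deviations, no agonist response on first addition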;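 note: peak minus trough fluorescence over baseline after final BAM8-22 challenge near maximal dose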
HIF activator: HIF pathway transcriptional activators, primary screen, cell-based, U2OS HRE-luciferase, luminescence; U2OS HRE-luciferase reporter; normalized: DMSO 0%, desferrioxamine 100%; activation, % at 7.5 µM (by protocol); 300,000 compounds, 0.32% hits; AID 1910, 2009;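 active = mean activation of at least 10% of the iron chelator positive control signal, with at least half of replicates also reaching 10%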
AI-2 QS modul: Vibrio harveyi AI-2 quorum sensing modulators, primary screen, JMH597 strain, luminescence/OD600 ratio; AID 2094, 2009; 300,000 compounds, 0.4% hits; Vibrio harveyi JMH597 AI-2 luminescence/OD600 ratio, 9 h; hits give low values; strain lacks LuxN and CqsS sensors; 0 = neutral-control median; activity change, % at 7.5 µM; in the data active = activity change below about -75%, passing the limit was not always enough;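 note: luminescence divided by OD600 gain over 9 h not by final OD600 alone; inactives centre near 13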
TRPC4 potent: positive allosteric modulators of TRPC4, primary screen, cell-based, mouse TRPC4beta, HEK293 mu-opioid, Fluo-4 calcium | B-score at 10 µM | AID 2227, 2009 | Short transient receptor potential channel 4 (Mus musculus), Q9QUQ5 | 310,000 compounds, 0.42% hits | DAMGO EC20, Fluo-4 Ca2+ flux; hits give high values;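 active = B-score of calcium response area above 5 SD of library B-scores, with initial fluorescence ratio within 5 SD of library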;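 note: B-score of integrated fluorescence ratio over time as area under calcium response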
TRPC6 inhibitor: mouse TRPC6 channel inhibitors, primary screen, cell-based, HEK293, membrane potential dye. 310,000 compounds, 1.1% hits. Short transient receptor potential channel 6 (Mus musculus), Q61143. B-score at 10 µM. ACh-evoked depolarization; hits give low values;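 active = B-score under library mean minus 3 SD, initial fluorescence not abnormally high, positive integrated signal ratio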;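 note: B-score derived from integrated fluorescence ratio over the kinetic read; more negative B-score means stronger inhibition of depolarization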
An asterisk follows results filed as active; i = inactive; / = no result given. This is a subset; count on the stated rates, not on these rows.

SMILES	TRPC4 act	PolyA inh	MrgX1 allo act	TRPC6 act	TRPC4 block	MrgX1 agonist	MrgX1 antagonist	HIF activator	AI-2 QS modul	TRPC4 potent	TRPC6 inhibitor
COc1ccccc1N(CC(=O)NC(C)C)S(=O)(=O)c1cccs1	i	i	i	i	i	i	i	-0.2	18.3	i	i
Cc1noc(N)c1C1(O)C(=O)N(C(C)C)c2ccccc21 (configuration not stated)	i	i	i	i	i	i	i	0.5	15.3	i	i
CCCCOC(=O)Cn1c(=O)c2c(nc(Br)n2Cc2ccccc2)n(C)c1=O	i	i	i	i	i	i	i	0.8	47.7	i	i
CCCCN(C(=O)CSc1nnc2ccccn12)c1c(N)n(Cc2ccccc2)c(=O)[nH]c1=O	i	i	i	i	i	i	i	-0.1	-5.8	i	i
COCCN(C(=O)CSc1n[nH]c(-c2ccccc2)n1)c1c(N)n(Cc2ccccc2)c(=O)[nH]c1=O	i	i	i	i	i	i	i	0.0	17.3	i	i
O=C(c1cc(Cl)ccc1Cl)N1CCN(c2ccccn2)CC1	i	i	i	i	i	i	i	0.1	14.2	i	i
CC(C)Cc1nnc(NC(=O)c2ccc3c(c2)NC(=O)C(C)S3)s1 (configuration not stated)	i	i	i	i	i	i	i	0.5	8.9	i	i
CC(C)CCn1c(=O)c2ccccc2n2c(CN3CCOCC3)nnc12	i	i	i	i	i	i	i	-0.5	14.2	i	i
Cc1cc(NC(=O)c2ccc(NC(=O)C3CCCO3)cc2)ccc1Br (configuration not stated)	i	i	i	i	i	i	i	4.0	-1.3	i	i
CCN(CC)C(=O)CSc1nc(-c2ccccc2)ccc1C#N	i	i	i	i	/	i	i	-0.4	-3.9	i	i
CCCC(=O)C1=C(O)C(C(=O)OC)C(C)(C)CC1=NC (configuration not stated)	i	i	i	i	i	i	i	-0.4	14.8	i	i
Oc1ccc(-c2csc(Nc3ncccn3)n2)c(O)c1	i	i	i	i	i	i	i	2.3	22.3	i	i
CCN(CC)c1ccc(S(=O)(=O)N2CCOCC2)cc1NC(=O)COC(=O)c1ccco1	i	i	i	i	i	i	i	0.0	14.7	i	i
CCN(C(=O)COC(=O)c1cc(=O)[nH]c2ccccc12)C1CCS(=O)(=O)C1 (configuration not stated)	i	i	i	i	i	i	i	-0.3	3.2	i	i
CC(=O)[C@@]1(O)CC[C@H]2[C@@H]3C[C@H](C)C4=CC(=O)CC[C@]4(C)[C@H]3CC[C@@]21C	i	i	i	i	i	i	i	-0.5	22.1	i	i
O=C(O)c1ccc2c(c1)C(=O)N(c1cccc(-c3nc4ccccc4s3)c1)C2=O	i	i	i	i	i	i	i	0.3	5.1	i	i
CCOC(=O)C1=C(O)CSC1=Nc1ccc(Cl)cc1	i	i	i	i	i	i	i	0.2	17.8	i	i
c1ccc(CCCc2nc(-c3cccnc3)no2)cc1	i	i	i	i	i	i	i	1.2	-62.2	i	i
CCOC(=O)c1cc(C#N)c(N2CCCC2)nc1-c1ccccc1	i	i	i	i	i	i	i	-0.4	17.7	i	i
CCOC(=O)C1CCN(C(=O)Cc2cccc3ccccc23)CC1	i	i	i	i	i	i	i	-0.1	9.7	i	i
O=C(Nc1cc(=O)[nH]c2nc(-c3ccc(Cl)cc3)nn12)c1ccccc1	i	i	i	i	i	i	i	-0.6	0.8	i	i
CCC(=O)c1cc2c(C)cc(=O)oc2c(C)c1OC	i	i	i	i	i	i	i	-0.4	17.8	i	i
CN1CCN(C(=O)CSc2cc(=O)n(C)c3ccccc23)CC1	i	i	i	i	i	i	i	0.2	12.9	i	i
Cc1nc2ccc(NC(=O)c3c(-c4ccccc4)noc3C)cc2s1	i	i	i	i	i	i	i	-0.2	5.2	i	i
CCn1c(C)nc2cc(C(=O)NNS(=O)(=O)c3cc(Br)ccc3Br)ccc21	i	i	i	i	i	i	i	0.0	17.2	i	i

(cont.)
SMILES	TRPC4 act	PolyA inh	MrgX1 allo act	TRPC6 act	TRPC4 block	MrgX1 agonist	MrgX1 antagonist	HIF activator	AI-2 QS modul	TRPC4 potent	TRPC6 inhibitor
O=C(Nc1ccccc1)N1CCSCC1	i	i	i	i	/	i	i	-0.3	14.4	i	i
Cc1c(O)c(S(=O)c2ccccc2)c(=O)n(-c2ccccc2)c1-c1ccccc1 (configuration not stated)	i	i	i	i	i	i	i	-0.6	2.6	i	i
CCn1cc(Br)c(C(=O)Nc2sc3c(c2C(N)=O)CCCC3)n1	i	i	i	i	i	i	i	0.5	3.3	i	i
Clc1cnc(N/N=C/c2ccncc2)c(Cl)c1	i	i	i	i	i	i	i	0.3	8.4	i	i
Fc1ccc(N2CCN(Cc3cnc(Oc4ccc(Br)cc4)s3)CC2)cc1	i	i	i	i	i	i	i	-0.3	23.3	i	i
Cc1ccc(-c2cc(C(F)(F)F)n3ncc(C(=O)NCc4ccco4)c3n2)cc1	i	i	i	i	i	i	i	0.1	24.9	i	i
O=C(NCCc1ccccc1)c1ccc(NC(=O)c2cccnc2)cc1	i	i	i	i	i	i	i	0.0	-4.0	i	i
CC(C)CC(NC(=O)C(CO)NC(=O)C1CCC(=O)N1)C(N)=O (configuration not stated)	i	i	i	i	i	i	i	-0.6	8.1	i	i
Cc1ccc(S(=O)(=O)N[C@H](C(=O)NCC2CCC(C(=O)O)CC2)C(C)C)cc1 (some centres not stated)	i	i	i	i	i	i	i	3.2	35.8	i	i
Oc1ccccc1N1CCN(c2ncccn2)CC1	i	i	i	i	i	i	i	0.0	10.3	i	i
O=C(CCCSc1nc2ccccc2[nH]1)NCc1ccccc1	i	i	i	i	i	i	i	1.0	25.6	i	i
Cc1cc(NC(=O)c2cccnc2Cl)ccc1NC(=O)c1cc2ccccc2o1	i	i	i	i	i	i	i	-0.9	17.9	i	i
NC(=O)C1CCN(C(=O)c2ccc3c(=O)n(Cc4ccco4)c(SCc4ccc([N+](=O)[O-])cc4)nc3c2)CC1	i	i	i	i	i	i	i	0.5	22.5	i	i
COC(=O)c1cc2sc(Cl)cc2n1Cc1nc(-c2ccccc2)oc1C	i	i	i	i	i	i	i	-0.5	4.6	i	i
COc1cccc(CNC(=O)c2ccc(COc3ccccc3)cc2)c1	i	i	i	i	i	i	i	0.2	49.4	i	i
CC(C)CCn1cnc2c(cnn2-c2ccc(F)cc2)c1=O	i	i	i	i	i	i	i	1.2	8.7	i	i
CC(C)=CCC/C(C)=C/C(=O)O	i	i	i	i	i	i	i	-0.2	1.1	i	i
Cc1ccc(Oc2ccccc2/C=C/C(=O)O)cc1	i	i	i	i	i	i	i	-0.1	63.3	i	i
Cc1ccc(N=Cc2c(O)n(-c3cc(Cl)ccc3N3CCOCC3)c(=O)c3ccccc23)cc1C	i	i	i	i	i	i	i	-0.1	6.7	i	i
N#CC(=C1Nc2ccccc2N1)S(=O)(=O)c1ccccc1	i	i	i	i	i	i	i	-0.7	18.4	i	i
N#Cc1ccc(OCC(=O)NCCc2ccccn2)cc1	i	i	i	i	i	i	i	-0.1	9.5	i	i
Cc1cc(OCc2nc(-c3cccnc3)no2)c(C)cc1Br	i	i	i	i	i	i	i	0.0	9.8	i	i
CCOC(=O)c1ccc(N2CN=C3SCC(=O)N3C2)cc1	i	i	i	i	i	i	i	1.2	22.6	i	i
O=C(NCc1ccccc1)C1=C[C@H](c2ccccc2)C[C@H](OCc2ccc(CO)cc2)O1	176*	i	i	i	i	i	i	-0.1	5.3	i	i
CCc1ccc(/C=C2/Sc3ccccc3N(CC(=O)NCCCOC)C2=O)cc1	i	i	i	i	i	i	i	-0.5	0.5	i	i

Next structures.
SMILES	TRPC4 act	PolyA inh	MrgX1 allo act	TRPC6 act	TRPC4 block	MrgX1 agonist	MrgX1 antagonist	HIF activator	AI-2 QS modul	TRPC4 potent	TRPC6 inhibitor
CCOC(=O)c1ccccc1NC(=O)COC(=O)CC1CCCCC1	i	i	i	i	i	i	i	0.2	7.4	i	i
CCn1cc(S(=O)(=O)c2ccc(C)cc2)c(=O)c2cc(OC)ccc21	i	i	i	i	i	i	i	-0.4	-4.0	i	i
OCCn1c(C(F)(F)F)nc2ccccc21	i	i	i	i	i	i	i	-0.2	7.8	i	i
CCCCNC(=O)CC1SC(=NCC)N(CC)C1=O (configuration not stated)	i	i	i	i	i	i	i	-0.8	22.7	i	i
Clc1ccc(-c2nnc(-c3ccco3)o2)cc1	i	i	i	i	i	i	i	2.6	5.6	i	i
CCOC(=O)c1nc(C)[nH]c1C(=O)OCC	i	i	i	i	i	i	i	-0.1	19.0	i	i
Cc1nc(SCC(=O)N2CCOCC2)c2c(=O)n(C)c(=O)n(C)c2n1	i	i	i	i	i	i	i	-0.1	13.3	i	i
CC1=C(C(=O)NC(C)c2ccc3c(c2)OCCO3)C2(CCC(C)CC2)OC1=O (configuration not stated)	i	i	i	i	i	i	i	0.1	17.8	i	i
O=C(Nc1ccc(O)cc1)N1CCOCC1	i	i	i	i	i	i	i	-0.9	15.3	i	i
Nc1nnnn1/N=C/c1ccc(F)cc1	i	i	i	i	i	i	i	-7.8	8.9	i	i
COc1ccccc1NC(=O)CN(Cc1ccco1)C(=O)c1cccs1	i	i	i	i	i	i	i	-0.2	8.0	i	i
CCCNC(=O)c1ccc2c(=O)c(O)c(-c3ccc(Cl)c([N+](=O)[O-])c3)[nH]c2c1	i	i	i	i	i	i	i	2.0	20.1	i	i
CCC1(c2ccc(F)cc2)NC(=O)N(CC(=O)N(C)C2CCS(=O)(=O)C2)C1=O (configuration not stated)	i	i	i	i	i	i	i	0.2	27.8	i	i
Clc1cccc(C2Nc3cccc4cccc(c34)N2)c1	i	i	i	i	i	i	i	-7.2	20.7	i	i

Assay outcomes: PubChem, several laboratories
